# Screening results as filed in PubChem.
# procasp7 counter: counter-screen: procaspase-7 (human) activation; recombinant procaspase-7, Ac-DEVD-pNA absorbance 405 nm; D23A/D198A/D206A triple mutant, cannot self-cleave; scale: DMSO 0, 5 µM enzyme 100; activation, % at 8.5 µM; P55210; AID 463210; hit rate 0.093% among 330,000;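 active = percent activation above the screen-wide mean plus 3 SD, cut at about 25% in these data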
# Target sequence (P55210 whole entry D23A/D198A/D206A): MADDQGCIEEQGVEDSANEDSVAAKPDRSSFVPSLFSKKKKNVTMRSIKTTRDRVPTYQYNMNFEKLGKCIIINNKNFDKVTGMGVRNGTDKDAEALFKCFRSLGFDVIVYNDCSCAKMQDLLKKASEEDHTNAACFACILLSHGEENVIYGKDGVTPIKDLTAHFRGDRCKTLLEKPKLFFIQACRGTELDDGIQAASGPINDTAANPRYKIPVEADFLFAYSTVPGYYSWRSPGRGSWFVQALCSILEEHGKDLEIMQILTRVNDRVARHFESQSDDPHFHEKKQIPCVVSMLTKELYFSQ
#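 Assay system: Uncleavable procaspase-7 mutant enzyme | Input: 2 µM procaspase-7 mutant as dispensed | Timing: 1 h compound preincubation, 2 h substrate cleavage, 25 °C | Repeats: One well per compound | Control set: DMSO wells as 0%, DMSO with 5 µM added PC-7 as 100% | Technique: Epi-absorbance of released pNA at 405 nm, two timepoints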
# TPT1 inh: blocks Candida albicans tRNA 2'-phosphotransferase | inhibition, % at 5 µM | recombinant caTPT1, FP RNA substrate dephosphorylation | hit rate 0.81% among 300,000 | AID 1962;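 active = inhibition above the mean of all tested compounds plus 3 SD, set per screening campaign, cut at about 24% in these data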;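 note: plate controls were DMSO alone for no effect and ferristatin control at 100 nM for full effect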
# GASC-1 inh: inhibitors of human GASC-1 (JMJD2C) demethylase. inhibition, % at 2.35 µM. Q9H3R0. GST-JMJD2C(1-420) H3K9me3 demethylation, DELFIA europium. hit rate 0.069% among 330,000;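 active = more than half of a compound's replicate wells show inhibition beyond 50%, single wells judged on their own value; inconclusive = some, but no more than half, of replicates pass 50% inhibition; inactive = no replicate passes 50% inhibition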;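 note: signal counts dimethyl H3K9 product captured on neutravidin plate; 0% = median of DMSO wells and 100% = 0.3 times that DMSO median; strong numbers were not always called active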
# Efflux pump mplx: inhibitors of Candida antifungal efflux pumps expressed in yeast; AID 485275; S. cerevisiae Candida pump triplex, Nile Red efflux; inhibition, % at 10 µM; hit rate 0.44% among 330,000;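 active = plate passing quality check with inhibition over a set limit, or well fluorescence over plate mean plus 4 SD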;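 note: Nile Red retained in pooled yeast measured as flow cytometry median fluorescence; 0% = buffer negative control and 100% = Enniatin B positive control; higher means more Nile Red kept so more efflux inhibition; some compounds called inactive have numbers as strong as hits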
# PP1 inh: blocks human PP1-alpha phosphatase, a PP5 counter-screen. P62136. purified PP1alpha, OMFP fluorescence. inhibition, % at 6.7 µM. hit rate 0.9% among 320,000. AID 2235;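 active = inhibition above the mean inhibition of all tested compounds plus 3 SD, computed separately for each screening campaign, cut at about 15% in these data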
# Target sequence (P62136 whole entry, looked up): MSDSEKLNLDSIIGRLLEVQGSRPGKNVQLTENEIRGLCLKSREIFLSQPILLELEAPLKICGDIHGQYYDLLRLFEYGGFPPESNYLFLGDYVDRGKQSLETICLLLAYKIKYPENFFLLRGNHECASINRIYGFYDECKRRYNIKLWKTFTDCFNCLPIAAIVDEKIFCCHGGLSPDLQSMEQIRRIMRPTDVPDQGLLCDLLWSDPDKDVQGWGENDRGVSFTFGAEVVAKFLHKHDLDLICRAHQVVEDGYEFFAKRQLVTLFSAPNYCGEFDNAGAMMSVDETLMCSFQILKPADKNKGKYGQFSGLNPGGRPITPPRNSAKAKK
# procasp3 activ: activators of human procaspase-3. recombinant procaspase-3 D3A, Ac-DEVD-pNA absorbance 405 nm. activation, % at 8.5 µM. hit rate 0.11% among 330,000. AID 463141;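 active = activation above the mean of all tested compounds plus 3 SD, cut at about 21% in these data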;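 note: 0% = DMSO alone and 100% = DMSO wells spiked with extra 5 µM PC-3 D3A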
# Target sequence (P42574 whole entry D9A/D28A/D175A): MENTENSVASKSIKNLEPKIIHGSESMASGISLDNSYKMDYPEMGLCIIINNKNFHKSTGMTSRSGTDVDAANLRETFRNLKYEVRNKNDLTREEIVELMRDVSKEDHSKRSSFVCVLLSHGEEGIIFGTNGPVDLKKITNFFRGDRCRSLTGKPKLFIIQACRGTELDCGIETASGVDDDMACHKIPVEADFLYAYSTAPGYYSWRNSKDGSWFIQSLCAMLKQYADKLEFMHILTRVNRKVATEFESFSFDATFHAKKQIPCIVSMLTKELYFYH
#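 System: Procaspase-3 D3A mutant. Medium: Zinc-free 300 mM NaCl, 50 mM HEPES, 0.01% Triton X-100. Schedule: 1 h preincubation plus 2 h reaction at 25 °C. Measured by: 405 nm absorbance of p-nitroaniline, reads at 0 and 120 min. Read-out: percent activation relative to control range.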
# PP5 primary: inhibitors of human protein phosphatase 5 (PP5); purified PP5c, OMFP substrate fluorescence; inhibition, % at 6.7 µM; hit rate 0.18% among 320,000;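 active = inhibition above the campaign's mean inhibition across all tested compounds plus 3 SD, cut at about 9.5% in these data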;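 note: 0% = DMSO only and 100% = 100 µM cantharidin control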
# core dimer inh: HCV core protein dimerization inhibition. inhibition, % at 5 µM. TR-FRET GST/Flag-core106 dimerization, 1536-well. hit rate 0.33% among 300,000;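 active = inhibition above the mean of all tested compounds plus 3 SD, set per screening campaign, cut at about 45% in these data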
#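 System – GST-tagged and Flag-tagged HCV core protein residues 1-106 · Repeats – one well for each compound · Technique – TR-FRET 671 and 617 nm emission · Doses – one concentration, 5 µM, in 0.5% DMSO · Times – 4 h, 22.5 °C incubation · Also added – Eu donor and XL665 acceptor anti-tag antibodies · Measure – percent inhibition of core106 dimerization signal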
# CTSL1 counter: counter-screen for PFM18AAP inhibitors: inhibitors of F. hepatica cathepsin L1; recombinant F. hepatica cathepsin L1, Z-Leu-Arg-MCA fluorescence; hit rate 0.49% among 300,000; inhibition, % at 5.96 µM;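 active = inhibition above the mean of all tested compounds plus 3 SD, set per screening campaign, cut at about 17% in these data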;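 note: 0% = plate median of test compound wells and 100% = 1 µM Z-Phe-Ala-diazomethylketone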
# Numbers without * were called inactive; i = inactive; ? = inconclusive; nt = not tested or not shown.
no.	molecule	procasp7 counter	procasp3 activ	TPT1 inh	GASC-1 inh	CTSL1 counter	PP1 inh	Efflux pump mplx	core dimer inh	PP5 primary
1	O=C(NCc1ccc2c(c1)OCO2)c1cc(-c2ccccc2)nn1CC1CC(c2cccnc2)=NO1 (stereo unspecified)	1	-2	-1	5	-2	-4	-0.1	-9	1.3
2	Cc1ccc(OCC(=O)N(C)CC(=O)Nc2ccc(F)cc2)c([N+](=O)[O-])n1	-3	-4	0	2	3	-2	0.0	-1	1.9
3	O=C(N/N=C/c1cccc([N+](=O)[O-])c1)c1cc(-c2ccccc2)nc2ccccc12	12	4	-3	-9	-9	-3	-0.1	12	1.8
4	COc1ccc2oc(C(=O)NCCN3CCOCC3)c(C)c2c1OC	7	0	0	-5	-2	-2	0.0	-1	-0.6
5	Cc1cc(C)n2nc(-c3ccsc3-n3c(C)ccc3C)cc2n1	-2	-7	45*	19	0	7	0.0	24	2.7
6	O=C(C1CC1)N1N=C(c2ccc(F)cc2)CC1(O)C(F)(F)F (stereo unspecified)	8	3	-1	-4	0	2	-0.3	-1	1.7
7	CSc1ncc(CN2CCc3c([nH]c4ccccc34)C2C(C)(C)C)cn1 (stereo unspecified)	-9	-2	2	8	-1	0	0.1	5	2.7
8	CCn1c(C)nc2cc(C(=O)NNS(=O)(=O)c3cc(Br)ccc3Br)ccc21	6	-1	1	-22	0	1	0.1	-4	-1.7
9	COc1cccc(NC(=O)CN2CCN(S(=O)(=O)c3ccc(F)cc3)CC2)c1	5	0	1	7	-1	-3	0.1	-2	1.8
10	O=C(COc1ccc(Br)cc1)Nc1ccncc1	12	3	2	14	2	-2	0.0	-1	-0.6
11	CC(=O)N1CCC(=NNc2ccnc3cc(Cl)ccc23)CC1	-13	-25	1	5	0	-3	-0.2	1	1.6
12	Cc1ccc(S(=O)(=O)N2CCN(c3ccccc3)CC2)cc1C(=O)NC1CCCCC1	7	5	-1	1	0	0	-0.9	10	-1.3
13	CC(C)(C)OC(=O)C[C@@H]1C/C=C\C[C@@H](CC(=O)N[C@@H](CO)Cc2ccccc2)C(=O)N2CCC[C@@H]2COC1=O	13	12	nt	-8	nt	nt	0.2	nt	nt
14	CCN1CCN(c2ccc(S(=O)(=O)N3CCCC3)cn2)CC1	-3	0	1	0	-1	-3	0.0	-4	4.2
15	Cc1ccc(NC(=S)Nc2cccnc2)c(S(=O)(=O)N2CCCCC2)c1	-25	-7	-3	?	-3	-1	0.1	3	2.3
16	COC(=O)CCC(=O)Nc1cc(S(=O)(=O)Nc2ccc(Cl)cc2)ccc1N1CCOCC1	-1	3	0	6	-5	1	0.1	-2	-1.6
17	CCCCCn1c(=O)[nH]c2cc(C(=O)NCCCN(CC)CC)ccc2c1=O	-10	-1	0	13	1	1	-0.2	-11	0.3
18	Oc1ccc(C23CCCC2C2(CCCC2)c2ccc(O)cc2O3)c(O)c1 (stereo unspecified)	9	0	nt	3	nt	0	0.1	nt	3.8
19	Cc1ccccc1NC(=O)C1c2ccccc2Oc2ccccc21	7	1	0	2	0	11	0.1	16	1.8
20	O=C(O)C1C2CCCCC2=C2CCCCC2C1C(=O)O (stereo unspecified)	9	-5	-2	-2	-4	-7	0.0	1	-1.8
21	CCc1ccccc1N(CC(=O)N1CCc2ccccc2C1)S(C)(=O)=O	-17	-4	-2	-11	-6	-2	0.8	-8	-4.8
22	O=c1[nH]c(-c2ccccc2)c(-c2ccccc2)o1	-7	-3	-3	-32	2	0	-0.1	6	1.6
23	NC(=O)c1c(NC(=O)c2ccncc2)sc2c1CCCC2	6	5	-1	0	4	-7	-0.1	5	0.2
24	COc1cc2[nH]c(C(=O)NN)c(N)c2cc1OC	-7	-3	3	0	-3	-7	0.0	-16	2.6
25	CC(C)(C)NC(=O)COc1ccc(CNn2nnnc2N)cc1	10	3	-5	5	-4	-1	0.2	-2	3.0

# (continued)
no.	molecule	procasp7 counter	procasp3 activ	TPT1 inh	GASC-1 inh	CTSL1 counter	PP1 inh	Efflux pump mplx	core dimer inh	PP5 primary
26	CC(C)NC(=O)c1ccc(Cl)cc1Cl	6	2	0	10	-3	-5	-0.1	0	-0.3
27	CCOc1ccc(-n2c(=O)c3c4c(sc3n(CC(=O)NCC3CCCO3)c2=O)CCC4)cc1 (stereo unspecified)	5	-5	-3	-1	-1	-7	0.1	-3	-0.5
28	O=C(NCC1CCN(Cc2ccccc2Cl)CC1)Nc1ccccc1F	5	-10	2	2	1	2	0.1	-12	0.8
29	CN(C)S(=O)(=O)c1ccc(Cl)c(NC(=O)COC(=O)/C=C/c2ccc(S(=O)(=O)N3CCOCC3)cc2)c1	0	7	2	-21	-5	-5	0.3	2	-4.2
30	CCOC(=O)c1nnn(CC(=O)NC(=O)Nc2cccc(CC)c2)c1C(=O)OCC	0	2	-1	12	-1	-2	0.1	3	3.6
31	O=C(N/N=C/c1ccc([N+](=O)[O-])o1)C(=O)Nc1ccc(C(=O)O)cc1	1	2	-3	3	-1	-5	-0.1	-6	-1.4
32	COC(=O)C1(Cc2ccc(O)c(CC3OC3(C)C)c2)OC(=O)C(O)=C1c1ccc(O)cc1 (stereo unspecified)	1	-8	-1	0	-1	1	0.1	0	2.8
33	NC(=O)c1ccc(NC(=O)COC(=O)c2cc3ccccc3cc2O)cc1	-3	2	nt	-3	nt	nt	0.1	nt	nt
34	COCc1cc(=O)n2[nH]c(C)cc2n1	5	0	-5	2	-5	0	-0.1	-2	-1.1
35	O=C(CSc1nnnn1-c1ccc(O)cc1)c1ccc(F)cc1	3	8	-1	-1	1	-4	-0.1	3	-0.3
36	COc1ccc(O)c(/C=N/NC(=O)c2cc(=O)[nH]c3ccccc23)c1	4	6	1	0	-1	-1	-0.1	0	-1.0
37	Cc1ccc2c(c1)c(CC(=O)Nc1ccc(C)c(F)c1)c(C(=O)O)n2C	2	-2	1	7	3	7	0.8	6	0.4
38	Cc1cc(C)cc(NC(=O)c2ccc(CNc3c(N4CCOCC4)c(=O)c3=O)cc2)c1	3	0	1	13	0	0	0.5	3	2.2
39	CCOC(=O)c1c(NC(=O)C2CCCCC2C(=O)O)sc2c1CCCCC2 (stereo unspecified)	1	-2	3	12	3	-1	0.2	19	1.6
40	CC(=O)N1CCN(C2=NC(=O)/C(=C/c3ccc(OS(=O)(=O)c4ccccc4)cc3)S2)CC1	3	12	0	-1	3	9	0.0	14	1.4
41	CC1CCCCC12NC(=O)N(CC(=O)NC(=O)Nc1ccc3c(c1)OCCO3)C2=O (stereo unspecified)	4	-1	-3	0	-2	0	0.0	0	1.1
42	O=C(Oc1ccc(Cl)c2cccnc12)N1CCCCC1	-5	1	-4	47	-2	2	0.0	4	1.9
43	CCN(c1ccccc1)S(=O)(=O)c1cc2c3c(c1)CCN3C(=O)CC2	-7	1	-1	-4	-3	3	0.5	4	1.4
44	FC(F)Oc1ccc(N=C2SCC3CCCCN23)cc1 (stereo unspecified)	-10	2	2	2	-2	-1	-0.2	-1	0.1
45	CCOC(=O)c1c(C)[nH]c(C)c1S(=O)(=O)N(C)CC(=O)Nc1ccccc1C	2	3	-2	-84	3	-3	-0.1	-7	-1.4
46	Oc1cccc2ccc[n+](CC(O)Cn3c4ccccc4c4ccccc43)c12 (stereo unspecified)	-7	4	-3	39	-4	0	-0.3	-10	1.2
47	CCCNC(=O)C1(O)c2cc(Br)ccc2NC(=O)N1c1ccc(Cl)cc1 (stereo unspecified)	-4	5	-4	-4	15	1	-0.1	-6	-3.4
48	O=C(CCC(=O)N(c1ccc(F)cc1)C(C(=O)NC1CCCC1)c1ccncc1)Nc1cccnc1 (stereo unspecified)	3	-1	-8	4	1	-2	0.0	-2	0.2
49	Cc1ccc(S(=O)(=O)CC(=O)N2CCN(c3ccc([N+](=O)[O-])cc3)CC2)cc1	-10	-19	nt	-6	nt	nt	0.5	nt	nt
50	CCOc1ccc(C(c2c(NC(=O)c3ccccc3)sc(C)c2C)N2CCN(C)CC2)cc1 (stereo unspecified)	7	1	-5	9	-1	6	0.0	0	2.9

# Next section
no.	molecule	procasp7 counter	procasp3 activ	TPT1 inh	GASC-1 inh	CTSL1 counter	PP1 inh	Efflux pump mplx	core dimer inh	PP5 primary
51	COc1ccccc1-c1cc(C(=O)N2CCN(c3ccc(F)cc3)CC2)no1	1	0	-3	2	3	2	-0.1	3	1.6
52	Clc1ccc(CSc2nnc(CNc3cccc(Cl)c3)o2)cc1	5	-4	4	i	1	0	0.2	4	2.5
53	O=C(COc1ccccc1)NN1C(=O)CSC1=S	-15	-1	3	11	-1	-3	0.2	-5	1.7
54	COc1ccc(CC(=O)N(C)CC(=O)Nc2ccccc2C(F)(F)F)cc1S(=O)(=O)N1CCOCC1	3	-1	1	-9	1	-7	0.0	2	-0.4
55	Cn1c(S(=O)(=O)c2ccc([N+](=O)[O-])cc2)nc(Br)c1Br	-3	-6	1	-1	2	-6	-0.1	4	-3.1
56	COc1cccc2sc3cc(NCCCN4CCOCC4)ccc3c(=O)c12	-2	-2	nt	12	nt	nt	0.1	nt	nt
57	Cc1ccc2nc(NCC(=O)NN)nc(-c3ccccc3)c2c1	24	21	-4	3	-3	-2	-0.1	1	4.2
58	CCOC(=O)C1CCN(C(=O)Nc2cccc(OC)c2)CC1	7	-1	-4	-9	1	0	0.2	1	0.7
59	COc1cc(OC)cc(N(C(=O)CNC(=O)c2cccs2)C(C(=O)NCC2CCCO2)c2ccc(OC)c(OC)c2)c1 (stereo unspecified)	6	0	3	-21	-3	0	0.6	0	0.6
60	O=C(COC(=O)c1cc(-c2cccs2)nc2ccccc12)NCc1ccco1	-1	2	2	12	-2	3	0.1	63*	5.1
61	CC(C)(C)NC(=O)C1CCN(C(=O)c2ccco2)CC1	4	2	-4	9	2	1	-0.1	4	2.2
62	COc1ccc(S(=O)(=O)N2CCCC(C(=O)Nc3cccc(C(C)=O)c3)C2)cc1 (stereo unspecified)	8	-3	-1	-5	2	-1	0.0	0	1.1
63	O=C(Nc1ccc(Cl)c(-c2nc3ccccc3[nH]2)c1)c1cccnc1	-1	4	-1	-1	-4	0	-0.1	2	0.6
64	CC[n+]1c(/C=C(\C)Nc2ccccc2)sc2ccccc21	-9	-23	-1	6	3	-2	-0.1	2	1.8
65	O=C(Cc1c(F)cccc1Cl)Nc1ccc(S(=O)(=O)NCC2CCCO2)cc1 (stereo unspecified)	6	-1	0	2	-17	-2	0.0	3	2.3
66	CCOc1ccccc1/C=N/Nc1cc(C)nc2ccc(C)cc12	11	-2	1	3	-2	0	0.3	1	5.4
67	Cc1ccc(S(=O)(=O)Cc2ccc(C(=O)NC3CCCCCC3)o2)cc1	7	2	-5	-1	1	-1	-0.3	2	-0.6
